14-3-3 PPI = modulators of 14-3-3 gamma protein binding, primary screen, biochemical, fluorescence polarization. FP, 14-3-3gamma / TMR-pS259-Raf peptide binding. inhibition, % at 40 µM. 160,000 tested, 0.19% active. 14-3-3 protein gamma (Homo sapiens), P61981; in the data active = inhibition above about 30%;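 also: 0% = protein plus tracer without compound and 100% = blank with tracer alone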
Target sequence (P61981 whole entry, looked up): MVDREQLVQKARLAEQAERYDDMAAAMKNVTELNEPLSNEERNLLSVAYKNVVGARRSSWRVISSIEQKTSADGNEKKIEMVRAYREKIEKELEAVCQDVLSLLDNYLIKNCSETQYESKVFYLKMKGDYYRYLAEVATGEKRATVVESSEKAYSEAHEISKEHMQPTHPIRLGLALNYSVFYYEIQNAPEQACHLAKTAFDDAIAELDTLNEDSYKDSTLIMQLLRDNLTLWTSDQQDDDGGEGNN
An asterisk follows results filed as active; & = joins results of further samples. These rows are one share of the data; the hit share may differ from the screen's.

structure	14-3-3 PPI
COCCOC(=O)C1=C(C)NC2=C(C(=O)CC(C)(C)C2)C1c1cccc(OCc2ccccc2)c1 (stereo unspecified)	-8
CCN(C(C)=O)c1nnc(CSc2nc3ccccc3s2)s1	-51
N#Cc1nc(COc2ccccc2F)oc1N1CCCC1	5
CC(C)Cc1[nH]c(=O)c(C#N)c2c1COC(C)(C)C2	1
CC(C(=O)O)n1nc2ccccc2n1 (stereo unspecified)	-9
CN(C(=O)C1CCN(S(=O)(=O)c2cccs2)CC1)C1CCCCC1	-2
CN1CCN(C(=O)c2cc3sccc3n2CC(=O)c2ccccc2)CC1	-1
COCC(C)Nc1ncnc2nc[nH]c12 (stereo unspecified)	0
COC(=O)Cc1nc(Nc2ccccc2F)c2c(C)c(C)sc2n1	-6
COC(=O)c1cc(=O)n2c(-c3ccccc3)csc2n1	-3&-2
COc1ccc(C(=O)N2CCC(C(=O)Nc3ccc(F)cc3)CC2)cc1OC	1
Cc1cccc(C)c1N1C(=S)NC2CC1(C)Oc1ccccc12 (stereo unspecified)	-4
OC1CNCc2cc3c(cc21)OCCO3 (stereo unspecified)	-16
Cc1ccc(S(=O)(=O)N(C)CCCC(=O)N2CCOCC2)cc1	-5
CCOC(=O)Cc1[nH]nc2c1C(c1cccc(OC)c1OC)C(C#N)=C(N)O2 (stereo unspecified)	-7
CC(C)(C)c1ccc(C(=O)NCc2n[nH]c(=S)n2Cc2ccccc2)cc1	3
Cc1nc(Cl)c(C(N)=O)c(C)c1N	0
COc1ccc(CCNC(=O)c2cc(-c3ccccc3O)n[nH]2)cc1OC	-5
CCOC(=O)C1=C(C)NC(=O)NC1c1cn(-c2ccccc2)nc1-c1ccc(OC)c(OC)c1 (stereo unspecified)	-29
O=c1c2c(nc3n1CC(c1ccccc1)S3)-c1ccccc1CC21CCCC1 (stereo unspecified)	0
Cc1nn(C(=O)c2nn(C)cc2[N+](=O)[O-])c(C)c1Br	5
COc1cc(CN2CCC(C(=O)NC3CCCC3)CC2)ccc1O	-12
Cc1cc(C)c(S(=O)(=O)NCCn2c(C)cc3ccccc32)c(C)c1	-4
Cc1nc2c(C)nn(-c3ccccc3)c2s1	-7
COc1ccc(OC)c(NC2c3ccccc3C(=O)N2c2cccnc2)c1 (stereo unspecified)	-18
O=C(COc1ccccc1)NC(c1ccc(Cl)cc1)c1cc(Cl)c2cccnc2c1O (stereo unspecified)	-1
CCCCNC(=O)c1cc2nc(-c3ccccc3)cc(C(F)(F)F)n2n1	2
COc1ccccc1CNC(=O)C1CCN(S(=O)(=O)N2CC(C)CC(C)C2)CC1 (stereo unspecified)	2&-3
COc1ccc(-c2csc(NC(=O)C3CC3)n2)cc1	10
CC(C)c1cc(C(=O)N2CCN(c3ccc(F)cc3)CC2)no1	-9

Five compounds picked at random from the list so far, as already listed:
structure	14-3-3 PPI
Cc1nc2c(C)nn(-c3ccccc3)c2s1	-7
CC(C)Cc1[nH]c(=O)c(C#N)c2c1COC(C)(C)C2	1
COCC(C)Nc1ncnc2nc[nH]c12 (stereo unspecified)	0
CC(C)c1cc(C(=O)N2CCN(c3ccc(F)cc3)CC2)no1	-9
COCCOC(=O)C1=C(C)NC2=C(C(=O)CC(C)(C)C2)C1c1cccc(OCc2ccccc2)c1 (stereo unspecified)	-8

Four of these compounds in another layout:
CC(C)(C)c1ccc(C(=O)NCc2n[nH]c(=S)n2Cc2ccccc2)cc1
- 14-3-3 PPI: 3
CCN(C(C)=O)c1nnc(CSc2nc3ccccc3s2)s1
- 14-3-3 PPI: -51
CCCCNC(=O)c1cc2nc(-c3ccccc3)cc(C(F)(F)F)n2n1
- 14-3-3 PPI: 2
COc1ccccc1CNC(=O)C1CCN(S(=O)(=O)N2CC(C)CC(C)C2)CC1 (stereo unspecified)
- 14-3-3 PPI: 2&-3

(more compounds)
structure	14-3-3 PPI
COc1cc(C2C(=O)N(C3CCCCCC3)CC(=O)N2Cc2ccccc2)ccc1OC(C)C (stereo unspecified)	-3
O=C(NCC1CCCO1)C(C(=O)c1ccccc1)n1ccccc1=O (stereo unspecified)	-12
CCCCCCSc1nnc2c(n1)OC(c1ccncc1)N(C(C)=O)c1ccccc1-2 (stereo unspecified)	2
O=C(CCCCCn1c(=S)[nH]c2cc3c(cc2c1=O)OCO3)N1CCC(Cc2ccccc2)CC1	-6
CC1CCN(S(=O)(=O)c2ccc3ncn(CC(=O)N4CCN(Cc5ccccc5)CC4)c(=O)c3c2)CC1	2
CCS(=O)(=O)N1CCCC(C(=O)NC2CCCCC2C)C1 (stereo unspecified)	-8&-10
COc1ccc(OC)c(C(c2nnnn2CCc2ccccc2)N2CCC(C(N)=O)CC2)c1 (stereo unspecified)	-8
O=C(Nc1ccccc1C(F)(F)F)c1ccc(Cl)cc1[N+](=O)[O-]	1
CCOc1ccc(Nc2nc(-c3ccc(C)cc3)nc3ccccc23)cc1	7
O=C(O)C1C2CCC(C2)C1C(=O)Nc1nc2ccccc2s1 (stereo unspecified)	0
O=C(NC(O)C(=O)c1ccc(F)cc1)c1ccc(F)cc1 (stereo unspecified)	1
COC(=O)c1c(NC(=O)c2cc3nc(-c4ccco4)cc(C(F)(F)F)n3n2)sc2c1CCC(C)C2 (stereo unspecified)	-7
CC1(C)Cc2c(c(N3CCOCC3)nc3snc(Br)c23)CO1	4
O=C(Cc1cccs1)Nc1ccccn1	-29
CCc1ccccc1NC(=O)c1c(NC(=O)c2ccc(C)cc2)sc2c1CCC2	-42
CC1CC(=O)N(c2ccc(NCCc3ccccc3)c([N+](=O)[O-])c2)C1=O (stereo unspecified)	-12
COc1cc(CNC2CCC(C)C2)cc(OC)c1 (stereo unspecified)	-11
Cc1c(C(=O)NCc2ccco2)oc2ccc(S(=O)(=O)N3CCCC3)cc12	-4
COC(=O)c1ccc2c(=O)[nH]c(=S)[nH]c2c1	-4
Cc1ccc2nc(-c3c[nH]c4ccccc34)c(Nc3ccc(F)cc3)n2c1	-8
CCCCCn1c(SCC#N)nc2cc(C(=O)NCC3CCCO3)ccc2c1=O (stereo unspecified)	-2
CCCCN(CC(=O)N1CCCc2c1c(=O)oc1ccc(O)cc21)Cc1ccccc1	20
CC(C)c1ccc(-c2csc(NC(=O)C3C4CCC(C4)C3C(=O)O)n2)cc1 (stereo unspecified)	0
Cc1ccccc1NC1=NS(=O)(=O)c2ccccc21	-2
FC(F)(F)c1cc(-c2ccccc2)nc(N2CCN(Cc3ccccc3)CC2)n1	-4
O=c1oc2c(CN3CCOCC3)c(O)ccc2c2c1CCCC2	-12
CC(=O)c1ccc(NC(=O)CSc2nc(C)cc(C)c2C#N)cc1	-5
COc1cc(CN(C(=O)c2ccco2)c2ccc(C)cc2)ccc1O	-6
CC(C)c1c(O)nc(SCCC(=O)O)[nH]c1=O	-1
CC1=C(C(=O)OCc2ccccc2)C(c2ccccc2Br)N2C(=O)CCSC2=N1 (stereo unspecified)	-2

Further records.
SMILES | 14-3-3 PPI
CCSc1nc2c([nH]c3ccccc32)c(=O)n1-c1cc(C)cc(C)c1 | 4
CN1CCN(C(=O)Cn2c(=O)sc3ccccc32)CC1 | -1
O=C1NC(C(F)(F)F)(C(F)(F)F)N=C2SC=CN12 | -2
Cc1[nH]c2ccc(Cl)cc2c(=O)c1CN1CCCC1 | -8
CCN(CCCNC(=O)c1nn(-c2ccc(C)cc2)c(=O)c2c1c1ccccc1n2C)c1ccccc1 | -11
Cc1cccc(-c2nnc(NC(=O)c3ccc(Cl)cc3)o2)c1 | -15
COc1cccc(C2=NOC(C(=O)NCCN3CCOCC3)C2)c1 (stereo unspecified) | 1
O=C(OCC(=O)c1ccco1)c1ccc2ncsc2c1 | -5
CCC(=O)N1CCc2cc(Br)cc(S(=O)(=O)Nc3ccccc3C(=O)OC)c21 | -10
Cn1c(O)c(C2c3ccccc3Oc3c2c(=O)n(C)c(=O)n3C)c(=O)n(C)c1=O (stereo unspecified) | 0
COC(=O)C1C(=O)C2=C(CC1C)NC(C)=C(C(=O)OC1CCCCCC1)C2c1cccs1 (stereo unspecified) | -3
COc1ccc(Cn2c(=S)[nH]c3ccc(Br)cc3c2=O)cc1 | 1
COc1ccccc1C(=O)Oc1ccc2c(=O)c(Oc3ccccc3Br)coc2c1 | -72
Cc1cccc(C)c1NC(=O)CSCC(=O)Nc1ccc2ccccc2c1 | 0
Cc1cccc(Nc2nnc(-c3ccc(C)c(S(=O)(=O)NC(C)(C)C)c3)c3ccccc23)c1 | 2
O=C(Nc1nccs1)C1C2CC3OC(=O)C1C3C2 (stereo unspecified) | -5
Cc1c(NC(=O)Cn2nc(C(F)(F)F)c3c2CCCC3)c(=O)n(-c2ccccc2)n1C | -8
CCCCSc1nnc2c(n1)OC(c1cccc(OC)c1OC(C)=O)N(C(C)=O)c1ccccc1-2 (stereo unspecified) | 5
O=C(NC1CC1)c1cc2c(s1)-c1ccccc1OC2 | -3
Cn1c(=O)cc(SCC(=O)NC2CCCC2)c2cc(Cl)ccc21 | -5
COc1cc(C2N(c3ccc(F)cc3)C(=O)C3CCCN32)cc(OC)c1OC (stereo unspecified) | 4
COc1cc(SC)ccc1C(=O)Nc1cc(C)on1 | -1
COc1ccc(CCn2c(=S)[nH]c3cc(C(=O)N4CCN(c5ccccc5)CC4)ccc3c2=O)cc1OC | 0
O=C(COC(=O)CCC1CCCC1)Nc1ccc(Cl)cn1 | -5
CCc1c(C)nc2ncnn2c1NCCc1ccc(OC)c(OC)c1 | -1
CCN1CCCC1CNC(=O)COc1cc(=O)n(C)c2ccccc12 (stereo unspecified) | -1
CCOC(=O)c1ccc(Oc2nc(N(C)C)nc(N(C)C)n2)cc1 | 7
Cc1c(Cl)c(=O)oc2cc(OCC(=O)c3ccc(Cl)cc3)ccc12 | 3
CCN(CC)c1ccc(C2CC(=O)Nc3cc(OC)c(OC)cc32)cc1 (stereo unspecified) | -1
Cc1csc(SCC(=O)Nc2ccc(S(=O)(=O)N3CCCC3)cc2)n1 | -3
COc1ccc2nc(N3CCCCC3)c(C#N)cc2c1 | -13
Cc1ccc(Cl)cc1-n1c(SCc2cccc(F)c2)nc2[nH]ncc2c1=O | -6
COc1ccc(C2(C(=O)Nc3ccc(C)cc3)CCOCC2)cc1OC | 0
Cc1c(/C(O)=C2\C(=O)C(=O)N(CCCN(C)C)C2c2ccncc2)cnn1-c1ccccc1 (stereo unspecified) | -6
Fc1ccccc1/C=N/n1cnnc1 | -12
C=CCn1sc(N)c(C(=O)OCC)c1=S | 1
CCOC(=O)c1[nH]c2c(c1C)C(=O)CC(c1ccc(C)cc1)C2 (stereo unspecified) | 11
CCCc1sc(N2CCN(C(=O)c3ccccc3)CC2)nc1-c1ccccc1 | 0
CC(C)(C)C1=Nn2c(nnc2-c2ccccc2F)SC1 | 3
O=C(N[C@@H](Cc1ccccc1)C(=O)CCl)OCc1ccccc1 | 2
CCCCSc1nnc2c(n1)OC(c1cccc(OC)c1OC)N(C(C)=O)c1ccccc1-2 (stereo unspecified) | -9
CCc1ccccc1NC(=O)c1cccs1 | 2
CC(C)(C)c1ccc(C(=O)Nc2ccc(NC(=O)c3ccccc3Cl)cc2)cc1 | -2
O=[N+]([O-])c1ccc(N2CCCC2)cc1NCc1ccco1 | 3
COc1cccc(CNC(=O)C2CCN(S(=O)(=O)c3ccccc3)CC2)c1 | -6
COc1ccc2nc(SCC(=O)O)nc(C)c2c1 | 10
Cc1cc(C)n(-c2ccc(C(=O)OCC(=O)c3c(N)n(C)c(=O)n(C)c3=O)cc2)n1 | -6
CCOc1ccc(NC(=O)CSc2nc3nc(C)c(Cc4ccccc4)c(C)n3n2)cc1 | -44
COc1ccccc1C1Nc2ccc(C(=O)c3ccccc3)cc2NC2=C1C(=O)CC(C)(C)C2 (stereo unspecified) | -1
COCCNC(=O)C(c1ccc(C)o1)N(C(=O)c1snc(C(N)=O)c1N)c1cc(C)cc(C)c1 (stereo unspecified) | -6
CCOC(=O)CC(=O)CSc1nc2ccccc2c(=O)n1-c1ccc(C(=O)N2CCOCC2)cc1 | -16
CC1=C(OC(=O)c2ccc(Br)cc2)C(C)(C)C(c2ccccc2)OC1=O (stereo unspecified) | -2
COC(=O)C1C(=O)c2c([nH]c(C(=O)OCC3CCCO3)c2C)CC1C (stereo unspecified) | 3
O=C(NCCc1ccccc1)c1nn2c(c1Cl)NC(c1cccs1)CC2C(F)(F)F (stereo unspecified) | -7
c1ccc(C2=Nn3c(nnc3-c3ccccn3)SC2)cc1 | -3
COCC(C)NCc1ccc(C)cc1C (stereo unspecified) | -6
CCOC(=O)c1cc2c(=O)n3ccccc3nc2n(C(C)C)c1=NC(=O)c1ccccc1Br | 2
Cc1cc(Br)ccc1NC(=O)c1sc2ncn(CC(=O)Nc3cccc(C(F)(F)F)c3)c(=O)c2c1C | -9
O=S(=O)(NCC1CCCO1)c1cccc(S(=O)(=O)N2CCCC2)c1 (stereo unspecified) | 8
O=C(Nc1cccc(N=Cc2cc(Br)cc([N+](=O)[O-])c2O)c1)c1ccccc1Br | -27

Further entries:
SMILES | 14-3-3 PPI
COC(=O)C1=C(NC(=O)c2ccccc2[N+](=O)[O-])CCS1 | -9
COc1cccc2sc(NC(=O)c3ccc(S(=O)(=O)N4CCc5ccccc54)cc3)nc12 | -6
COC(=O)Cc1c(C)c2ccc(OCC(=O)NCc3ccc4c(c3)OCO4)cc2oc1=O | -6
O=c1c2ccccc2[nH]c(=S)n1C1CCCCCC1 | -1
Cc1ccc(C)c(NC(=O)c2cccnc2)c1 | -7
Cc1ccc(N2C(=O)CSC2c2ccc(C3SCC(=O)N3c3ccc(C)cc3)cc2)cc1 (stereo unspecified) | -17
Cc1cc(N2C(=O)C3C4c5ccccc5C(c5ccccc54)C3C2=O)no1 (stereo unspecified) | 6&6
O=C(O)COc1ccc2c(-c3ccccc3)cc(=O)oc2c1 | -2

Assay outcomes as filed in PubChem BioAssay.
